# ST2 IL33 inh – inhibitors of human ST2 (IL1RL1) binding to IL-33. inhibition, % for hits at 17 µM. Q01638. 78,000 compounds, 2.3% hits. AlphaLISA ST2-Fc/biotin-IL-33 interaction, 1 h; in the data active = inhibition above about 30%; inconclusive = mostly about 10% to 28%
# Target sequence (Q01638 whole entry, looked up): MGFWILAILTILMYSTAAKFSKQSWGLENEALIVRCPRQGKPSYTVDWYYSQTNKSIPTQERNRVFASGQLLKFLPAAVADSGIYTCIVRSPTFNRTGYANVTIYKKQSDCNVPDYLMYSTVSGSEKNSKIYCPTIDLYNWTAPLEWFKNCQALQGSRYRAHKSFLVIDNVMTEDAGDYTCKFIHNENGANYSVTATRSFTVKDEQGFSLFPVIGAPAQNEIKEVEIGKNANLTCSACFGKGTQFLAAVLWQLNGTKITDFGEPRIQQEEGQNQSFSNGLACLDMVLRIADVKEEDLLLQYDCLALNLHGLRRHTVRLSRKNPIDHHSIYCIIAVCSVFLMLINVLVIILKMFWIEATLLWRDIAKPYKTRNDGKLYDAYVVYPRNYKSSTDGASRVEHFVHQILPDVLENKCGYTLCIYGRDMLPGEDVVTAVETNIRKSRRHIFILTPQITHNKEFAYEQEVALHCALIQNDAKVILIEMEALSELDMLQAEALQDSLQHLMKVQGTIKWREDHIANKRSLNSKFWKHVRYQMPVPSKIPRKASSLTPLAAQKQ
# * = called active by the depositor; i = inactive; ? = inconclusive. This is a subset, so the mix of outcomes need not match the whole.
structure	ST2 IL33 inh
Cn1c(=O)c2c(nc3n(-c4ccccc4)c(-c4ccc(F)cc4)cn23)n(C)c1=O	?
COc1cc(C2C3=C(CCCC3=O)OC3=C2C(=O)CCC3)ccc1OCc1ccc(C(=O)O)cc1	i
CC1(C(=O)NCc2cccnc2)CCC(=O)N1CCc1ccc(Cl)cc1 (stereo not given)	?
CCSc1nnc2c(n1)OC(c1ccccc1)Nc1ccccc1-2 (stereo not given)	i
CC(C)C(NC(=O)c1cccnc1N1CCOCC1)c1nnc2n1CCNCC2 (stereo not given)	i
O=C(C1=C(O)C(=O)N(Cc2cccnc2)C1c1cccc([N+](=O)[O-])c1)c1cccs1 (stereo not given)	i
COc1cccc(CN2CCC(N3CCN(CCO)CC3)CC2)c1	i
Cc1ccc(CNc2cccc(C(=O)N(C)CC3CCCCO3)c2)s1 (stereo not given)	i
Cc1ccc(CCNC(=O)c2ccc(N3C(=O)NC4CC3(C)Oc3ccccc34)cc2)cc1 (stereo not given)	?
CC(C)(NC(=O)c1cccs1)C(=O)NC1CCCCCC1	?
Cc1ccc(N(CCCCN2C(=O)c3ccccc3C2=O)C(=O)c2cccc([N+](=O)[O-])c2)cc1	i
COC1=CC(=O)OCC1O (stereo not given)	i

# Among those listed so far, 4 have sulfur.
structure	ST2 IL33 inh
CCSc1nnc2c(n1)OC(c1ccccc1)Nc1ccccc1-2 (stereo not given)	i
O=C(C1=C(O)C(=O)N(Cc2cccnc2)C1c1cccc([N+](=O)[O-])c1)c1cccs1 (stereo not given)	i
Cc1ccc(CNc2cccc(C(=O)N(C)CC3CCCCO3)c2)s1 (stereo not given)	i
CC(C)(NC(=O)c1cccs1)C(=O)NC1CCCCCC1	?

# Back to the main list; the 6 compounds before the break are reprinted first.
structure	ST2 IL33 inh
COc1cccc(CN2CCC(N3CCN(CCO)CC3)CC2)c1	i
Cc1ccc(CNc2cccc(C(=O)N(C)CC3CCCCO3)c2)s1 (stereo not given)	i
Cc1ccc(CCNC(=O)c2ccc(N3C(=O)NC4CC3(C)Oc3ccccc34)cc2)cc1 (stereo not given)	?
CC(C)(NC(=O)c1cccs1)C(=O)NC1CCCCCC1	?
Cc1ccc(N(CCCCN2C(=O)c3ccccc3C2=O)C(=O)c2cccc([N+](=O)[O-])c2)cc1	i
COC1=CC(=O)OCC1O (stereo not given)	i
CN1C(=O)CC(c2ccco2)Sc2ccccc21 (stereo not given)	i
C=CCc1cccc(OC)c1OCCCN1CCN(C)CC1	?
COc1ccc(Cl)cc1CN(C)C(=O)c1cccc(NCC(=O)O)c1	?
COc1ccc(C(=O)N[C@H]2CC[C@]3(C)CCC([C@H](C)C(=O)N(C)Cc4cccnc4)[C@H](O)[C@H]3[C@@H]2C)cc1 (stereo not given in full)	53%*
Cc1nnc(SCC(=O)c2ccc(Cl)cc2)s1	i
CCCCCCCCCC[C@H](C(=O)O)[C@]1(C(=O)O)CCC(=O)O1	i
COc1ccc(-c2cc(CC3(NCc4cccc(OC)c4)COC3)no2)cc1	i
Cc1cccc(-n2cccc2CN2CCOC(CN)C2)c1 (stereo not given)	?
Cc1ccc(S(=O)(=O)Nc2c(C)cc(O)c(Br)c2C)cc1	i
Oc1oc(-c2ccc(Cl)cc2)nc1C=Nc1cccnc1	?
CC(=O)N1CCCN(Cc2cnc(S(=O)(=O)CC3CC3)n2CC2CCCCC2)CC1	i
CNC(=O)C1CCC(Cn2c(=O)c3sccc3n(CC(=O)Nc3ccc(F)cc3)c2=O)CC1 (stereo not given)	i
Cc1ccc(C)c(OCC(=O)NCc2noc(Cc3cccs3)n2)c1C	?
COc1cc(/C=C2/NC(=O)NC2=O)cc(Cl)c1OCc1ccc(C(=O)O)cc1	i
O=C(O)c1cccn1Cc1cccc(Cl)c1	i
O=C(CC(=O)c1ccc([N+](=O)[O-])cc1)c1ccccc1	i
CCC(CO)N(Cc1ccc(C)s1)C(=O)c1occc1C (stereo not given)	i
CCOc1ccccc1/C=C1\N=C(c2ccc(OC)c([N+](=O)[O-])c2)OC1=O	i
COc1cccc(-c2cc(N3CCN(S(=O)(=O)c4ccc(OC)c(Cl)c4)CC3)ncn2)c1	i
COc1cccc(N2C(=O)c3ccc(F)cc3C2=O)c1	i
O=C(NCc1ccncc1)c1c(F)c(F)c(F)c(F)c1F	i
CN(C)CCNC(=O)c1ccc2c(c1)ncn2C1CCCC1	?
CC1=CC(C)(C)N(C(=O)CSc2ncn[nH]2)c2cc(C)ccc21	i
CCOC(=O)C1=C(C)NC2=C(C(=O)c3ccccc32)C1c1ccc(C)cc1 (stereo not given)	i
Cc1ccc(OCc2occc2C(=O)N2CCC(O)(CN(C)C)C2)cc1 (stereo not given)	i
CC(c1ccon1)N(C)C(=O)c1cccc2ccnn12 (stereo not given)	?
Cc1nc(SCC(N)=O)c2c(=O)n(C)c(=O)n(C)c2n1	i
O=C(C1CC1)N1CCc2cc(Br)cc(S(=O)(=O)N3CCC4(CC3)OCCO4)c21	?
COc1cccc(C(=O)N2CCC(c3ccccc3)CC2)c1	i
CCOC(=O)c1sc2ncnc(N3CCN(c4ccccc4)CC3)c2c1C	i
CC(=O)NC(C)c1ccc(-c2cccc3cnccc23)cc1 (stereo not given)	i
Cc1cccc(NC(=O)C2CCN(S(=O)(=O)c3cccc4cccnc34)CC2)n1	?
CC(C)Cc1cc(C(=O)Nc2c(Cl)cccc2Cl)no1	i
C#CCN(C)CC[C@@H]1CC[C@H](O)[C@@H](C(=O)NCCOC)O1	?
CCOc1cc2c(cc1OCC)C1C(C(=O)NC(C)C)c3ccccc3C(=O)N1CC2 (stereo not given)	?
Oc1ccc[n+](CCCCCC[n+]2cccc(O)c2)c1	i

# (list continues)
Molecule | ST2 IL33 inh
N#CC1=C(N)Oc2nc[nH]c(=O)c2C1c1ccccc1Cl (stereo not given) | 94%*
CCOC(=O)COc1ccc2c(c1)C(=O)CC(C)(c1cccnc1)O2 (stereo not given) | i
CCOC(=O)c1c(C)[nH]c(C(=O)N2CCCC(N(C)CCc3ccccc3)C2)c1C (stereo not given) | i
CC(C)CCNC(=O)CSc1nc(-c2cccc(Cl)c2)nc2cc(=O)[nH]n12 | i
Nc1nc2n(n1)C(c1c(F)cccc1Cl)CC(c1ccc(F)cc1)N2 (stereo not given) | i
CCN(CC)CCCNCc1ccccc1F | i
CCCOc1ccc(OCCSc2nc3ccccc3c(=O)[nH]2)cc1 | i
CC1=CCC2(CO)COC(c3ccccc3O)C1C2 (stereo not given) | i

# 5 compounds from above, sorted by molar mass, ascending:
Molecule | ST2 IL33 inh
CCN(CC)CCCNCc1ccccc1F | i
CC1=CCC2(CO)COC(c3ccccc3O)C1C2 (stereo not given) | i
N#CC1=C(N)Oc2nc[nH]c(=O)c2C1c1ccccc1Cl (stereo not given) | 94%*
CCOC(=O)COc1ccc2c(c1)C(=O)CC(C)(c1cccnc1)O2 (stereo not given) | i
CCCOc1ccc(OCCSc2nc3ccccc3c(=O)[nH]2)cc1 | i

# Further records follow.
Molecule | ST2 IL33 inh
O=C1OC(Nc2ccc(S(=O)(=O)Nc3nccs3)cc2)c2ccccc21 (stereo not given) | i
CCOc1ccc(-c2nc3s/c(=C\c4cccs4)c(=O)n3n2)cc1 | i
COc1ccc(-c2cc(N3CCN(S(=O)(=O)c4ccc(C)cc4C)CC3)ncn2)cc1 | i
Cn1ccnc1CN(Cc1ccc2c(c1)OCCO2)C1CC1 | i
Cc1ccc(-c2noc([C@@H]3C[C@H](NS(=O)(=O)c4ccc(F)cc4)CN3C)n2)cc1 | ?
COc1ccccc1N1CCN(C(=O)c2cc3cc4ccc(Cl)cc4nc3o2)CC1 | i
C[C@H]1CC2C3CCC4=CC(=O)C=C[C@]4(C)[C@@]3(Cl)[C@@H](O)C[C@]2(C)[C@@]1(O)C(=O)CO (stereo not given in full) | i
COC(=O)c1c(C)oc2cc(Br)c(OCc3ccc(C)cc3)cc12 | i
CCN(CC)C(=NS(=O)(=O)c1cc(C)ccc1C)c1ccccc1 | i
CN1CCN(CCOCCOc2c(Cl)cc(Cl)cc2Cl)CC1 | i
CSc1ccccc1NC(=O)c1cnc2scc(C)n2c1=O | i
O=C(NCc1ccccc1)c1cc(-c2ccco2)on1 | i
O=C([C@@H](O)Cc1ccccc1)N1CCCn2cncc2C1 | i
Cc1ccc(-c2noc(CCC(=O)N3CCCc4ccccc43)n2)cc1 | i
Cc1ccc2c(c1)c(CNC(C)COc1ccccc1)nn2C (stereo not given) | ?
COc1ccc(N=Cc2cc(Br)cc(Br)c2O)c(OC)c1 | i
CCn1c(C2CCN(C(=O)CCc3cn[nH]c3)CC2)nn(C)c1=O | i
O=C(CC1(O)C(=O)N(Cc2ccc(Cl)cc2)c2ccccc21)c1ccc2ccccc2c1 (stereo not given) | ?
Cc1ccc(S(=O)(=O)N(C)CC(=O)NC2CCCCCC2)cc1 | i
c1nc(N2CCN(Cc3ccc4c(c3)OCO4)CC2)c2[nH]cnc2n1 | ?
CC1=C(C(=O)Nc2ccc(C)cn2)C(c2ccccc2)C2=C(CCCC2=O)N1 (stereo not given) | i
O=C(c1ccc(F)cc1)N1CCN(c2ccc([N+](=O)[O-])cc2)CC1 | ?
Cc1cc(-n2nc(C)cc2C)nc(-c2ccccc2O)n1 | ?
C=C1CC[C@H]2[C@@](C)(CCC[C@@]2(C)C(=O)O)[C@@H]1CCC(C)CCO (stereo not given in full) | i
Cc1nc(N=Nc2ccc(C(=O)O)cc2)c(COP(=O)(O)O)c(C=O)c1O | ?
COc1ccc(/C=C/c2nc(-c3ccccc3O)n(-c3ccccc3)n2)cc1OC | 36%*
CC(=O)Nc1ccc(S(=O)(=O)N2CCN(S(C)(=O)=O)CC2)cc1 | i
COc1ccc(-c2nc(NC(C)=O)c3c(=O)oc4ccccc4c3n2)cc1 | i
CCCCNC(=O)c1cn(CC)c2ccc(S(=O)(=O)N3CCc4ccccc4C3)cc2c1=O | i
COCCN(Cc1ccc(C)cc1)CC1CCOC1 (stereo not given) | ?
CC(=O)c1cc(C#N)c(SCc2ccc(F)cc2)nc1C | i
COC1(C[N+](=O)[O-])OC(=O)c2ccccc21 (stereo not given) | i
Cc1cc(C)n(C(C)C(=O)NCC(=O)Nc2ccc(F)c(F)c2F)n1 (stereo not given) | i
C=CCOc1ccccc1CN1CCC(O)CC1 | i
NC(=O)CSc1nc2c(sc3ccccc32)c(=O)n1Cc1cccnc1 | i
COC(=O)[C@@H](NC(=O)N(Cc1ccncc1)C1CCN(C)CC1)C(C)C | ?
CSc1ccc(N=Cc2[nH]c3ccc(Br)c(Cl)c3c2O)cc1 | ?
Cc1c(Cl)c(C)c([N+](=O)[O-])c(O)c1C=Nc1ccc(C(=O)O)cc1 | i
CCOC(=O)C1CCCN(C(=O)C2CCN(S(=O)(=O)c3cccs3)CC2)C1 (stereo not given) | i
COCCn1cc(C(=O)N2CCN(Cc3ccccc3)CC2)c2c3ccccc3n(C)c2c1=O | i
CC(C)C(=O)Nc1cccc(NC(=O)c2ccccc2I)c1 | i
O=C(CN1N=NC2C(=O)N(c3ccccc3)C(=O)C21)Nc1c(Cl)cccc1Cl (stereo not given) | i
CCc1ccc(OCC(=O)NCc2cccnc2)cc1 | i
CNCc1cc(/C=C/c2ccccc2)ccc1OC | ?
COc1ccc(Nc2ncnc(N)c2[N+](=O)[O-])c(OC)c1 | i
CC1(C)CC1C(=O)Nc1ccc([N+](=O)[O-])cc1Br (stereo not given) | i
COc1ccc(C(O)=C2C(=O)C(=O)N(CCCO)C2c2ccc(OC)cc2)cc1 (stereo not given) | i
Cc1ccn2c(NC(=O)c3cccc([N+](=O)[O-])c3)c(-c3ccccc3)nc2c1 | i
CC(NC(=O)c1ccc(Cl)cc1)c1ccccc1 (stereo not given) | i
CCc1c(C)sc(NC(=O)CCCn2cnc([N+](=O)[O-])n2)c1C#N | ?
CC(=O)c1cccc(NS(=O)(=O)c2ccccc2)c1 | i
CN(c1ccccc1)c1ccc(/C=C/[N+](=O)[O-])cc1 | 50%*
Cc1ccc(-n2c(SCC(=O)NCC3CCCO3)nc3c(c2=O)SCC3)cc1 (stereo not given) | ?
COc1ccc(CNC(=O)C2CCN(Cc3ccccc3OC)CC2)cc1 | i
COc1ccc(-c2nc3c(=O)n(C)c(=O)[nH]c3n2C)cc1 | i
CCC(=O)NCc1ccccc1-c1ccc(F)cc1OC | i

# The list goes on.
Molecule | ST2 IL33 inh
C=CCOc1ccc2c3c(c(=O)oc2c1)CCCC3 | i
CC1N=C2c3ccccc3N=C(SCC(=O)c3ccc(O)c(O)c3)N2C1=O (stereo not given) | ?
COc1ccc(-c2nc(N)sc2C)cc1 | i
Cc1[nH]nc(NN)c1Cl | 55%*
CNC(=O)CN(c1ccc(Cl)c(Cl)c1)S(C)(=O)=O | i
CN(CCc1ccccn1)c1ncccc1CNc1ncccc1C(F)(F)F | i
OCCC1CN(CC2=Cc3cc(Cl)ccc3OC2)CCN1C1CCCC1 (stereo not given) | i
O=C1CC(c2c[nH]c3ccccc23)C(=O)N1c1ccc(O)cc1 (stereo not given) | i
COc1cccc(OCC(O)CN2CCCC(C)C2)c1 (stereo not given) | i
O=C(CSc1ccccc1)NCCN1CCOCC1 | i
COCCn1cc(C(=O)N2CCCCC2)c2c3ccccc3n(C)c2c1=O | i
COc1ccc(N2CCN(Cc3cc(Br)c(OC)cc3OC)CC2)cc1 | ?
Fc1cnc(N2CCN(Cc3ccc(-c4ccn[nH]4)o3)CC2)nc1 | i
O=C(N[C@H]1CCN2C(=O)c3cc(-c4ccc(F)cc4F)ccc3NC(=O)[C@H]12)c1cccs1 | i
Cc1ccc(-c2noc(CCC(=O)N3CCN(c4cc(C)ccc4C)CC3)n2)cc1 | ?
Cc1ccc(NS(=O)(=O)c2ccc3c(c2)CCC(=O)N3)cc1 | i
O=c1oc2ccc3ccccc3c2cc1-c1nc(-c2cccs2)cs1 | ?
Cc1oc2ccc(NS(=O)(=O)c3ccccc3)cc2c1C(=O)OC(C)C | ?
